From PubChem BioAssay
Shiga toxin inh – inhibitors of Shiga toxin in Vero cells. Vero cells, Shiga toxin protein synthesis inhibition reporter. hit rate 9.2% among 290,000. AID 2315. inhibition, % at 38.7 µM; in the data active = inhibition mostly above about 28%, no sharp cut-off; inactive = mostly below about 43%; also: 0% is about no effect
AmpC inh no detg – AmpC beta-lactamase inhibition without detergent. AmpC nitrocefin hydrolysis, absorbance 480 nm, 0.0001% Triton. AID 485341. hit rate 0.52% among 330,000. Potency, µM (series often up to 57.1 µM), inactives show at the top dose activity change, negative = inhibition, usual class: inhibitors. P00811;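 also: potency is read from the fitted curve at half-maximal effect; plate controls were no compound for no effect and no enzyme for full effect; nearly all actives have a fitted effect of over 20% in size; some results filed as inactive show a strong effect at the top dose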
Target sequence (P00811 whole entry, looked up): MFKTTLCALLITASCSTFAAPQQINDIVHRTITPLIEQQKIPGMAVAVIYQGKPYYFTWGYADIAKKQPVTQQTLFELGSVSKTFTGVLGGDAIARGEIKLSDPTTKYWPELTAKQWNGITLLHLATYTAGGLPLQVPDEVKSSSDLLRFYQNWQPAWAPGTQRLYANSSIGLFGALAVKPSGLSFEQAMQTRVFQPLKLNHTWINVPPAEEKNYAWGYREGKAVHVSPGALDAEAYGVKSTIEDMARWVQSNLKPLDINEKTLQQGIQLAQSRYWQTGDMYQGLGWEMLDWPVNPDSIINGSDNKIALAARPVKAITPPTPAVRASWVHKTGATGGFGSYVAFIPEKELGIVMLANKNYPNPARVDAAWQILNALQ
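AmpC (5.3 nM in the dispensed reagent) in 20 mM phosphate pH 7.0 with 0.01% (detergent screen) or 0.0001% Triton X-100 was preincubated with compounds for 15 min at room temperature. Nitrocefin was then added from an 800 uM solution, and hydrolysis was followed at 480 nm.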
CHX counter – counter-screen hit for Shiga toxin inhibitors, cycloheximide; cell reporter, cycloheximide protein synthesis inhibition counterscreen; max response, %; hit rate 12% among 300,000; in the data active = max response mostly above about 13%, no sharp cut-off; inactive = mostly below about 14%; also: read at 38.3 µM for the half of the compounds with a filed dose; 0% is about no effect
Pf growth 48h – P. falciparum growth inhibition at 48 hours (one generation); P. falciparum luciferase growth in erythrocytes, 48 h; Potency, µM (series often up to 28.7 µM), for the others: at the highest dose activity change, negative = inhibition, usual class: inhibitors; hit rate 5.9% among 310,000; also: potency is read from the fitted curve at half-maximal effect; % is scaled to controls: 0 for no effect and ±100 for the full control effect
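Erythrocytes infected with P. falciparum carrying an integrated firefly luciferase reporter (2% hematocrit, 0.1% parasitemia final) were exposed to compounds in RPMI 1640 with 0.5% Albumax at 37 C, 5% CO2. Growth inhibition was scored as reduced luminescence.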
Tb PYK inh – T. brucei pyruvate kinase inhibition; Potency, µM (top dose mostly 76.8 µM), for inactives: at the highest dose activity, negative = inhibition, actives largely listed as inhibitors; hit rate 0.12% among 410,000; TbPYK enzyme, Kinase-Glo Plus ATP luminescence, 45 min; also: potency is read from the fitted curve at half-maximal effect; % is scaled to controls: 0 for no effect and ±100 for the full control effect; nearly all actives have a fitted effect of over 50% in size
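T. brucei PYK with substrate was exposed to pin-transferred compounds across a concentration series, then started with 130 uM ADP (final). After 45 min at room temperature, Kinase-Glo Plus luminescence was read, normalized and curve-fitted.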
Pf growth 96h – P. falciparum growth inhibition at 96 hour, primary screen for plastid delayed-death inhibitors; P. falciparum luciferase reporter growth, 96 h; Potency, µM (top dose mostly 28.7 µM), without a hit: top-dose activity change, negative = inhibition, usual class: inhibitors; hit rate 6.9% among 320,000; also: potency is read from the fitted curve at half-maximal effect; % is scaled to controls: 0 for no effect and ±100 for the full control effect
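P. falciparum expressing integrated firefly luciferase grown in erythrocytes (2% hematocrit, 0.05% parasitemia final) with compounds for 96 hours at 37 C, 5% CO2. Growth inhibition read as loss of luminescence after adding luciferase detection reagent.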
LmPK inhibitor – inhibitors of Leishmania mexicana pyruvate kinase. Q27686. hit rate 0.37% among 290,000. Potency, µM (doses to about 57.5 µM), without a hit: at the highest dose activity change, negative = inhibition, usual class: inhibitors. purified LmPK, Kinase-Glo ATP luminescence, 1 h; also: potency is read from the fitted curve at half-maximal effect; % is scaled to controls: 0 for no effect and ±100 for the full control effect
Target sequence (Q27686 whole entry, looked up): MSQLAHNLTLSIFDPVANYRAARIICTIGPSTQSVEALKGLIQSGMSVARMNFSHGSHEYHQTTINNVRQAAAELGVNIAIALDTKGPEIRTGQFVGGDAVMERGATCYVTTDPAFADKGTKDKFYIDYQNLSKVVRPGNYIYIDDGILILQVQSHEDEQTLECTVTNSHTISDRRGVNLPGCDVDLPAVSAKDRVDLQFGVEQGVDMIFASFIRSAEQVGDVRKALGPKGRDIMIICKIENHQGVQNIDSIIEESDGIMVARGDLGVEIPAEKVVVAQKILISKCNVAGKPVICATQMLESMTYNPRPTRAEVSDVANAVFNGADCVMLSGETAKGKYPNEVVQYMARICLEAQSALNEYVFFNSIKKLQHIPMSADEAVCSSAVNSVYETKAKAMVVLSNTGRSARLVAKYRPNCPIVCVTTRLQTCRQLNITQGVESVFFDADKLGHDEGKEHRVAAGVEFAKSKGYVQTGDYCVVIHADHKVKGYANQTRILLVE
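Pyruvate kinase activity monitored as ATP production (luciferase luminescence). Conditions: 0.1 nM enzyme, 0.5 mM PEP, 0.1 mM ADP, 1 h, RT; normalized against uninhibited and no-enzyme wells.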
Numbers without * were called inactive; u = inconclusive; x = not tested or not shown; & = joins results of further samples; [ ] = dose if it differs, or a comment. Unless noted, calls follow the shape of the dose curve; as a rule, active = well fitted curve in the direction sought with a large enough effect; inconclusive = small, poorly fitted or top-dose-only effect, or another doubt; inactive = no such curve, though single readings can be large; an effect the other way counts as inactive or inconclusive.

structure,CHX counter,Pf growth 48h,Shiga toxin inh,LmPK inhibitor,Pf growth 96h,Tb PYK inh,AmpC inh no detg
Cc1cccc(NC(=O)c2ccc(S(=O)(=O)N3CCC(C)CC3)cc2)n1,10,u,14,-4%,u,4%,1%
CCCC[N+](CC#Cc1ccccc1)(CCCC)CCCS(=O)(=O)[O-],1,4%,3,1%,-3%,-2%,-18%
COc1ccc(NC(=O)CSc2nc(O)cc(=O)n2-c2ccccc2)cc1,14,1%,-7,5%,40%[activator],0%,-21%
CCCC[C@@H]1CNCCN1CC1(c2ccccc2)CC1,x,u,x,x,73%[activator],3%,3%
Cc1ccc(S(=O)(=O)c2nnn3c2nc(NC2CCN(Cc4ccccc4)CC2)c2ccccc23)cc1C,7,2.9µM*,-5,6%,u,3%,4%
COc1ccc(NC(=O)CCN2C(=O)[C@@H]3[C@H](C2=O)[C@H]2C=C[C@@H]3C2)cc1,2,36%[activator],33,-3%,51%[activator],-13%,-7%
c1ccc(CCCc2nc(-c3cccnc3)no2)cc1,19*,5%,43*,-7%,u,2%,-5%
Cc1cccc(N2CCN(C(=O)c3ccoc3C)CC2)c1C,-10,-3%,32,-4%,43%[activator],-2%,8%
O=S(=O)(c1ccc(F)cc1)N1CCN(CC(O)COc2ccccc2F)CC1 (stereo not drawn),4,5%,-5,2%,-4%,-1%,30%
Fc1ccc(-n2nnc(-c3ccnc4ccccc34)n2)cc1,40*,332%[activator],44*,4%,307%[activator],3%,-11%
CN1CCN(/N=C/c2ccc(Br)cc2)CC1,47*,133%[activator],55,7%,92%[activator],3%,-2%
O=C(Nc1ccccc1C(=O)N/N=C/c1ccccc1)c1ccco1,27*,58%[activator],87*,-3%,16%,3%,-51%
Cc1ccc(-c2csc(NC(=S)NC(=O)c3cc4ccccc4o3)n2)cc1,5,32%[activator],25,0%,19%,-7%,-23%
COc1cc(C(=O)NNC(=S)NC(=O)c2ccccc2C)cc(OC)c1OC,-2,-4%,2,-2%,-1%,-5%,-38%
COc1c(/C=N/Nc2nc(N3CCCCC3)nc(N3CCCCC3)n2)cccc1[N+](=O)[O-],-2,u,8,-1%,u,-4%,-12%
COc1ccc(C(C)C)cc1S(=O)(=O)NCCCn1ccnc1,-2,u,x,4%,u,-7%,5%
CCc1noc(C)c1C(=O)N(CC)CC(=O)Nc1ccccc1C(F)(F)F,x,-7%,x,x,3%,1%,-5%
O=C(COc1ccc(-c2nnco2)cc1)Nc1ccc(C(F)(F)F)cc1,x,u,x,x,-18%,-4%,-20%
CC(C)OC(=O)CSc1nnc(-c2ccc(Cl)cc2)n1N,-3,7%,-6,-3%,-7%,0%,-14%
CCCCn1c(CNC(=O)CCC)nc2ccccc21,-2,5%,6,-3%,19%,8%,7.1µM*
O=C(O)CSCCC(=O)Nc1ccc(F)cc1,-4,4%,-13,1%,u,11%,-11%
COc1ccc(Cc2noc(CN(C)CCc3ccccc3)n2)cc1OC,6,u,11,-2%,u,-2%,115%[activator]
CC1CCN(C(=O)COC(=O)c2ccc3c(c2)C(=O)N(Cc2ccco2)C3=O)CC1,x,2%,x,x,40%[activator],3%,14%
COC(=O)CC1SC(=O)NC1=Nc1ccc(C)cc1 (stereo not drawn),-5,-3%,-1,1%,u,-6%,-12%
CCOC(=O)Nc1nc(-c2ccccc2)c(C(=O)c2ccc(Cl)cc2)s1,-3,u,-21,0%,x,-8%,-49%
Cc1onc(-c2ccccc2)c1C(=O)NCc1cccs1,7,x,-9,-6%,-68%,6%,-15%
CSc1oc(-c2ccco2)nc1S(=O)(=O)c1ccc(C)cc1,-2,u,2,-4%,u,4%,31%
COc1ccc2cc(C#N)c(SCC(=O)Nc3nonc3C)nc2c1,13,5%,30,-1%,-8%,-8%,-51%
O=C(NC1CCCC1)C(=O)N(Cc1cccnc1)C(C(=O)NCc1ccco1)c1ccccc1F (stereo not drawn),1,-15%,-6,4%,-27%,1%,-22%
COc1ccc(-c2csc3ncn(-c4ccccc4)c(=O)c23)cc1OC,-1,u,-4,8%,42%[activator],1%,104%[activator]
CCCN1/C(=C2/SC(=S)N(CC)C2=O)C=Cc2ccccc21,-5,x,5,u,u,-4%,-16%
C=CCC(C=C)S(=O)(=O)c1ccc(C)cc1 (stereo not drawn),-1,5%,-3,1%,x,-8%,-7%
CCc1ccc(C2=NN(CCC(=O)NCC3CCCO3)C(=O)CC2)cc1 (stereo not drawn),-1,14%,9,1%,u,5%,32%
Cc1ccc(S(=O)(=O)Nc2c(C)nn(C)c2C)cc1,-4,x,-16,6%,9%,-2%,-9%
CC(=O)Nc1cccc(OC(=O)c2ccoc2C)c1,9.7*,-3%,13,-1%,5%,-3%,-10%
Cc1ccc(NC(=O)c2ccc(NCc3ccco3)c([N+](=O)[O-])c2)cc1Cl,8,u,-12,7%,71%[activator],-10%,-25%
CC1=Nc2ccccc2NC(=O)C1Sc1nnc(C)s1 (stereo not drawn),-1,u,-2,-2%,-10%,-4%,-12%
C=CCc1ccc(OCCCCN2CC(C)OC(C)C2)c(OC)c1 (stereo not drawn),19,x,7,-2%,u,-17%,138%[activator]
Cc1ccsc1C(=O)NNC(=O)COc1ccccc1Cl,x,-1%,x,x,35%[activator],-7%,-25%
CCCN(CC(=O)Nc1cc(C)on1)S(=O)(=O)c1cccc(C(F)(F)F)c1,-2,-4%,-4,3%,-18%,4%,-18%

Another view of two compounds above:
Cc1ccc(NC(=O)c2ccc(NCc3ccco3)c([N+](=O)[O-])c2)cc1Cl
- CHX counter: 8
- Pf growth 48h: u
- Shiga toxin inh: -12
- LmPK inhibitor: 7%
- Pf growth 96h: 71%[activator]
- Tb PYK inh: -10%
- AmpC inh no detg: -25%

CC1=Nc2ccccc2NC(=O)C1Sc1nnc(C)s1 (stereo not drawn)
- CHX counter: -1
- Pf growth 48h: u
- Shiga toxin inh: -2
- LmPK inhibitor: -2%
- Pf growth 96h: -10%
- Tb PYK inh: -4%
- AmpC inh no detg: -12%

The listing continues:
structure,CHX counter,Pf growth 48h,Shiga toxin inh,LmPK inhibitor,Pf growth 96h,Tb PYK inh,AmpC inh no detg
Cc1ccc(NC(=O)C2CC(O)CN2C(=O)OCc2ccccc2)c(C)c1 (stereo not drawn),-5,31%[activator],9,-4%,u,-1%,-1%
Cc1ccc(-c2nnc(N3CCCCC3)c3ccccc23)cc1,-2,u,18,0%,-25%,2%,-12%
COCCNC(=S)N(Cc1cccs1)Cc1cc2cccc(C)c2[nH]c1=O,-3,u,-5,4%,42%[activator],-18%,104%[activator]
CC[C@H](C)[C@@H](C(=O)N1CCNCC1)n1cc([C@@H](N)Cc2ccc(O)cc2)nn1,2,37%[activator],-12,-1%,39%[activator],-2%,-23%
Cc1cc(C)c(OCC(=O)Nc2cccc(O)c2)cc1C,28*,191%[activator],59*,0%,3%,-2%,-20%
CC(C)N(Cc1ccccc1)C(=O)c1ccc2nsnc2c1,0,23%,25,0%,u,7%,2%
O=C(NNC(=O)c1ccc2ccccc2c1O)c1ccccc1Cl,19,16%,15,3%,252%[activator],-5%,-31%
CCCn1c(NCc2ccc(N(C)C)cc2)nc2ccccc21,21,x,5,7%,-8%,-2%,-15%
CC[C@H](C)C(=O)O[C@H]1C[C@@H](C)C=C2C=C[C@H](C)[C@H](CC[C@@H]3C[C@@H](O)CC(=O)O3)[C@H]21,-1,u,13,0%,u,5%&0%&6%,132%[activator]
Nc1cc(N)nc(SCC(=O)N2CCN(C(=O)c3ccco3)CC2)n1,0,x,-3,2%,-16%,2%,-15%
Cc1cc(=O)[nH]c(N/N=C/C2=C(N3CCOCC3)C(=C\c3ccc(Cl)cc3)/CC2)n1,7,u,6,-2%,u,-9%,-38%
O=C(CCC1CCN(C(=O)c2ccco2)CC1)NCc1ccc(F)cc1,-1,-17%,-10,-1%,u,2%,-1%
O=C(OC(c1ccccc1)c1nccc2ccccc12)c1cccc([N+](=O)[O-])c1 (stereo not drawn),32*,2%,35,2%,-52%,-12%,3%
C=CCN=Cc1c(C)[nH]n(-c2ccccc2)c1=O,22*,177%[activator],93*,-3%,26%,-8%,-17%
COc1cc(NC(=O)c2ccc3c(c2)OCO3)c2ncccc2c1,9,116%[activator],26,1%,x,3%,-33%
O=C(Nc1cc([N+](=O)[O-])ccc1C(=O)Nc1cccnc1)c1ccccc1,-1,u,-14,-11%,u,3%,-18%
O=S1(=O)c2ccccc2Nc2ccccc21,1,-1%,-5,0%,u,1%,-36%
OCC1(CO)COC(C(Cl)(Cl)Cl)OC1,x,3%,x,x,5%,2%,x
O=P(O)(CCc1ccccc1)C(O)c1ccccc1 (stereo not drawn),-4,14%,-10,-3%,24%,4%,-7%
NC(=O)c1sc2nccc(Nc3ccccc3)c2c1N,15*,u,49,-28%,-7%,u,u
Cc1ccc(S(=O)(=O)c2nc(S(=O)(=O)CCO)sc2N2CCOCC2)cc1,1,-11%,0,2%,14%,-4%,13%
O=C(Nc1ccc(S(=O)(=O)N2CCCCC2)cc1)C1CC1,-5,-4%,-5,3%,12%,8%,-6%
COc1cccc(CNC(=O)CCS(=O)(=O)c2cc3c(cc2C)NC(=O)CO3)c1,-2,0%,-3,-10%,52%[activator],3%&3%,-17%
CC1=C(C#N)C(c2cccnc2)C2=C(CC(C)(C)CC2=O)N1 (stereo not drawn),2,-6%,-13,-6%,0%,0%,-15%
COC(=O)c1cc2n3ccccc3c(C)c(-c3ccccc3)c-2c1C(=O)OC,-6,x,-8,17%,9.3µM*,-21%,7%
CCS(=O)(=O)Nc1ccc(-c2ccc(NS(=O)(=O)CC)c(OC)c2)cc1OC,-4,-19%,-1,2%,-5%,-2%,-12%
C/C(=N\NC(=O)COc1ccc2ccccc2c1)c1cccs1,-1,5%,-9,-3%,29%,6%,7%
COc1cc2[nH]c(=S)nc(NCc3ccc(Cl)cc3)c2cc1OC,5,12µM*,18,0%,u,-7%,19%
Cc1ccc(CCNC(=O)c2cccc(N3CCCC3=O)c2)cc1,22,37%[activator],66*,-9%,-9%,6%,-5%
CNc1nc(SC)nc(N(C)C#N)n1,-1,2%,28,-3%,-2%,8%,-9%
CCNc1ccc(C(=O)OCC(=O)NC(=O)NCC(C)C)cc1[N+](=O)[O-],3,14%,-9,1%,6%,0%,-11%
O=C(NCCOc1ccccc1)C1CCC(=O)N(CCCN2CCCC2=O)C1 (stereo not drawn),-2,1%,11,0%,-33%,-9%,0%
CCCCn1c(N)c(N(CC(C)C)C(=O)c2oc3ccc(Br)cc3c2C)c(=O)[nH]c1=O,x,u,x,x,3%,0%,11%
COc1cc(NC(=O)c2ccco2)c(OC)cc1NC(=O)CSc1nnc(-c2cccs2)n1C,-5,-26%,-7,1%,37%[activator],9%,10%
